Screening results (PubChem BioAssay)
DENV2 CPE – inhibitors of DENV2 cytopathic effect, primary screen, cell-based, plate reader, single concentration. DENV2-infected cells, cytopathic effect rescue. CPE inhibition, % at 9.99 µM. hit rate 1.7% among 350,000; in the data active means CPE inhibition above about 20%, passing the limit was not always enough; inconclusive means no clear call, values can overlap the other calls; tested in BHK-21 cells;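 further: 0% = median of neutral control wells and 100% = median of positive control wells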
CFTR F508del cor – F508del CFTR correction, initial screen, CFBE line, single point. hit rate 0.36% among 350,000. activity (quench increase), % at 7.58 µM. AID 720511, 2013. CFBE cells, YFP halide quenching; stimulated with forskolin plus potentiator P3; % fluorescence drop versus neutral controls;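 active means mean added fluorescence quench of at least 8% versus neutral control, with both replicates also reaching 8%; inconclusive means only one of the mean or replicate conditions met; inactive means mean below 8% and not both replicates reaching 8%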;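 further: cells transiently co-express mutant CFTR-F508del with the halide-sensitive YFP; corrector assay measuring rescue of mutant channel to the surface after 24 h compound exposure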
Xi reactivation – activators of inactive X chromosome reactivation, primary screen, imaging, XiGFP fibroblasts, GFP high-content imaging, set 2; activation, % at 7.58 µM; AID 743238, 2013; hit rate 0.055% among 360,000; XiGFP mouse fibroblasts, % GFP-positive cells imaging, 3 d; cells co-treated with 5-aza-dC sensitizer; scaled so ellipticine positive control = 100%;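 active means mean normalized replicate activation at least 10% and every replicate at or above 10%; inconclusive means only one of the two criteria met; inactive means mean below 10% and not all replicates reach 10%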;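 further: 0% = median of on-plate neutral control wells and 100% = ellipticine 6 µM median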
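Assay system: SV40-immortalized XiGFP fibroblast cells, line 68-5-11; buffer or medium: DMEM plus 5-aza-dC sensitizer; compound: one concentration, pinned; timing: compounds 3 days, fix/stain 15 min at room temperature; benchmarks: positive control ellipticine, 6 µM final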
E-sel inducer – E-selectin induction in HUVECs, primary screen, imaging, HUVEC, immunofluorescence imaging, single point. P16581. normalized: neutral wells 0, TNF-alpha wells 100. AID 686992, 2013. hit rate 0.37% among 260,000. activation, % at 7.58 µM;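 active means mean E-selectin-positive cell signal at least 10% of the positive control, reached in at least 60% of replicates, without over 20% cell loss; inconclusive means no rule given, readout overlaps actives, possibly toxicity-flagged; inactive means the rest, including those meeting only one limit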;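 further: in these data hits start at about 27%; measured in HUVEC primary endothelial cells; signal is the percent of cells scored E-selectin positive by PE staining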
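material = human umbilical vein endothelial cells (HUVEC), E-selectin induction | quantity = 3,000 cells/well | medium = EGM-2 growth medium on 0.1% gelatin-coated wells | technique = immunofluorescence imaging | read-out basis = % PE-positive cells | control set = TNF-alpha positive control, DMSO neutral control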
RAD52 anneal inh – RAD52 DNA annealing inhibitors, primary screen, biochemical, FRET, single point, set 2. DNA repair protein RAD52 homolog (Homo sapiens), P43351. recombinant RAD52 DNA annealing, FRET fluorescence. inhibition, % at 18.7 µM. hit rate 0.46% among 360,000. AID 651710, 2012;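 active means every replicate showing at least 50% inhibition; inconclusive means mean inhibition at least 50% but not in every replicate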
INS-1E GSIS act – GLuc luminescence reporter in INS-1E cells, primary screen for activators of glucose-dependent secretion of insulin. INS-1E GLuc reporter insulin secretion, 2-3 h. activation, % at 16.6 µM. hit rate 0.61% among 370,000;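 active means lowest replicate activation of at least 40%, so every replicate reaches that level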;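 further: 0% = median of neutral control wells and 100% = median of IBMX positive control wells; some compounds called inactive have numbers as strong as hits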
Casp6 inh – human caspase-6 inhibitors, primary screen, biochemical, VEID-R110 fluorescence, single point, set 2; P55212; purified caspase-6, Z-VEID-R110 cleavage fluorescence; inhibition, % at 12.5 µM; hit rate 0.53% among 350,000; AID 686996, 2013;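 active means mean inhibition across replicates at least about 35%, with every replicate also reaching that limit, limit read from the data; inconclusive means only one of the two criteria met; inactive means neither criterion met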;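 further: 0% = median of neutral control wells and 100% = no fluorescence left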
Target sequence (P55212 24-179 limits assumed): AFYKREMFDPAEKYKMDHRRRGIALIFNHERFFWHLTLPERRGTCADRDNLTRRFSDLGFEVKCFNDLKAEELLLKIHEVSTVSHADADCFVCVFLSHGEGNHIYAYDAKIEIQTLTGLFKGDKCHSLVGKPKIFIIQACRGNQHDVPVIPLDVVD
Target sequence (P55212 194-293 limits assumed): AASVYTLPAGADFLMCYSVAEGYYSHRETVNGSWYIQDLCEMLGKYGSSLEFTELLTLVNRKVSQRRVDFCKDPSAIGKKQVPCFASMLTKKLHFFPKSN
RAD54 inh – inhibitors of human RAD54 branch migration, primary screen, biochemical, fluorescence, single point. DNA repair and recombination protein RAD54-like (Homo sapiens), Q92698. RAD54 Holliday junction branch migration, FAM/BHQ fluorescence. inhibition, % at 10.4 µM. hit rate 0.14% among 360,000;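 active means mean normalized replicate activity at least 40 and at least half of replicates scoring 40 or more; inconclusive means only one of the two criteria met; inactive means mean below 40 and under half of replicates reaching 40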;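 further: 0% = median of neutral control wells and 100% = median of positive control wells; inhibitors cause a drop in the FAM fluorescence signal; in these data hits start at about 50%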
Target sequence (Q92698 whole entry, looked up): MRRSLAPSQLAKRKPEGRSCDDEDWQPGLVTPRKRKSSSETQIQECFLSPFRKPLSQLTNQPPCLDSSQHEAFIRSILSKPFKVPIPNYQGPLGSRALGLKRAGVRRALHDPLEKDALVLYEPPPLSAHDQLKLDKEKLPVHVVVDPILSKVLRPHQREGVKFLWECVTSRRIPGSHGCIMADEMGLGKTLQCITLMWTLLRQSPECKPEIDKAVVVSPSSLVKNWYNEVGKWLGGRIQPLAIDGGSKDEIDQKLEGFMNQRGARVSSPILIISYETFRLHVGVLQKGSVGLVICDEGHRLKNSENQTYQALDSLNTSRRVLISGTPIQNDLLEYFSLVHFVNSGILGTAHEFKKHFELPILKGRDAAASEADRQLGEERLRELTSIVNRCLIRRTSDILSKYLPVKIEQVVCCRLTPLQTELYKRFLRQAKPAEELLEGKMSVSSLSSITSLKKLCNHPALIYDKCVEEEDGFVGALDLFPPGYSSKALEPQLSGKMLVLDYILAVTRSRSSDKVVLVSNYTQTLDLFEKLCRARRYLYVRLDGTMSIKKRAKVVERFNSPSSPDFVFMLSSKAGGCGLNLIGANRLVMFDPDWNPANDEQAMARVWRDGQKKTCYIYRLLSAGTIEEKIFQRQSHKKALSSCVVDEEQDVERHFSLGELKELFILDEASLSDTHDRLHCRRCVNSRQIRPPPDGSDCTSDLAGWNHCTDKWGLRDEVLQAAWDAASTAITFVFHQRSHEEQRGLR
Numbers without * were called inactive; ? = inconclusive; . = no result given; & = joins results of further samples. The order is random (roughly 3.7% active in at least one column).

Start of the listing, in advance:
SMILES	DENV2 CPE	CFTR F508del cor	Xi reactivation	E-sel inducer	RAD52 anneal inh	INS-1E GSIS act	Casp6 inh	RAD54 inh
Cc1ccc(/C=N/n2c(COc3ccccc3)n[nH]c2=S)o1	-1	1.9	0.2	0.1	-10	-18	6	-10
c1ccc(-c2nnc3oc(-c4cccs4)nn23)cc1	2	-6.0	0.4	-3.2	-5	2	0	3

Results, repeating the preview:
SMILES	DENV2 CPE	CFTR F508del cor	Xi reactivation	E-sel inducer	RAD52 anneal inh	INS-1E GSIS act	Casp6 inh	RAD54 inh
Cc1ccc(/C=N/n2c(COc3ccccc3)n[nH]c2=S)o1	-1	1.9	0.2	0.1	-10	-18	6	-10
c1ccc(-c2nnc3oc(-c4cccs4)nn23)cc1	2	-6.0	0.4	-3.2	-5	2	0	3
CC(C)CC(NS(=O)(=O)c1ccc2c(c1)oc(=O)n2C)C(=O)NCc1cccnc1 (configuration not stated)	-2	-0.3	0.3	-0.1	-39	-1	3	-8
CCOC(=O)CSc1nnc(-c2cccnc2)n1C	1	1.0	0.0	.	-11	-2	1	-2
COc1ccc(CC(=O)OCC(=O)NCc2ccccc2Cl)cc1	4	3.6	0.1	.	-1	-6	2	.
CC(O)C(=O)N/N=C/c1cccc2ccccc12 (configuration not stated)	-2	-0.6	0.0	.	-14	-3	1	.
CCOC(=O)N1CCN(C(=O)Cc2ccccc2[N+](=O)[O-])CC1	1	-0.9	0.0	.	-15	.	35*	-2
COc1ccccc1-c1nc(=S)c(C(C)=O)c(C)[nH]1	5	-2.1	0.0	3.8	-8	3	-5	-2
OCC1(Cc2ccccc2C(F)(F)F)CCN(Cc2ccccc2)CC1	-2	0.0	0.0	.	5	15	0	.
Nc1nonc1-n1nnc(C(=O)N/N=C/c2ccccc2Cl)c1CN1CCOCC1	-7	-2.7	0.4	.	-18	-7	6	9
Cc1cc(-c2csc(NC(=O)c3ccc(=O)[nH]c3)n2)c(C)n1Cc1ccco1	-3	0.3	0.7	0.0	-9	27	18	.
COc1ccccc1C(=O)NC(CCSC)C(=O)OCC(=O)c1ccc[nH]1 (configuration not stated)	-2	-0.3	0.0	.	-21	.	4	1
Cn1c(=O)n(CCOc2ccc([N+](=O)[O-])cc2)c2ccccc21	-3	-0.7	0.3	3.4	4	4	-2	-3
COC(=O)c1ccc(N=Nc2ccccc2)cc1	4	-0.6	0.3	4.2	-9	4	-5	-2
COc1ccccc1N(C(=O)c1snc(C(N)=O)c1N)C(C(=O)NC1CCCC1)c1ccc2ncccc2c1 (configuration not stated)	4	-4.1	0.3	0.2	-15	-10	-2	-1
COc1ccc(NC(=O)Nc2cccc3c2O[C@H](CN(C)C(=O)Nc2ccccc2)[C@@H](C)CN([C@@H](C)CO)C3=O)cc1	1	0.0	0.0	0.2	1	9	.	-2
C[C@H]1CN([C@@H](C)CO)C(=O)c2cc(C3=CCCCC3)cnc2O[C@@H]1CN(C)C(=O)c1cccc(F)c1	5	7.5	0.0	0.0	-4	-16	1	10
CCC(=O)c1ccc(OCC(=O)N2CCN(C(=O)c3ccccc3)CC2)cc1	10	3.4	0.7	.	-16	-12	-5	-14
CCN1[C@@H]2c3ccc(C4=CCCCC4)c(=O)n3C[C@@H]2[C@@H](CO)[C@@H]1C(=O)N(C)C	4	-0.7	0.2	-0.3	-11	10	0	0
COc1ccc(-c2sc3ccc(OC)cc3c2-c2ccc(OC)nc2)cc1	15	0.7	0.0	0.0	-10	6	-3	-15
CCCN(CC1CCCO1)C(=O)c1cc(COc2ccc(F)cc2F)on1 (configuration not stated)	0	1.4	0.3	.	0	0	1	5
CN(c1ccccc1)S(=O)(=O)c1cccc(NC(=O)CCNC(=O)c2ccccc2)c1	-1	-0.3	0.0	1.0	-13	-22	-1	-1
C[C@@H]1CN([C@@H](C)CO)C(=O)c2cccc(NS(=O)(=O)c3cn(C)cn3)c2O[C@H]1CN(C)C(=O)Nc1cccc2ccccc12	-6	0.3	-0.9	0.1	-6	3	5	6
Cn1c(C(=O)NC2CCCCC2)cc2c(=O)n3ccccc3nc21	7	4.0	0.1	.	-20	-1	-1	-9
O=C(CN1CCN(S(=O)(=O)c2ccc(Cl)cc2)CC1)NC1CCCC1	?	-3.1	0.3	1.7	-11	-13	18	-12

Further compounds
SMILES	DENV2 CPE	CFTR F508del cor	Xi reactivation	E-sel inducer	RAD52 anneal inh	INS-1E GSIS act	Casp6 inh	RAD54 inh
COc1ccc2nc(NC(=O)C3CCN(C(=O)c4ccco4)CC3)sc2c1	0	3.6	0.0	-0.2	10	1	5	1
CC(C)c1cc(O)c(-c2ccccc2)c(=O)n1-c1ccc(Cl)cc1	-4	3.2	0.0	0.9	-1	.	1	-12
COCC(=O)Nc1ccc2c(c1)C(=O)N(C)C[C@@H](OC)[C@@H](C)CN(Cc1ccccn1)[C@H](C)CO2	6	-0.2	-0.2	-0.1	-16	0	-1	-3
CCn1nc(C)cc1C(=O)n1nc(C)c(Sc2ncccn2)c1C	-4	-0.2	0.1	.	-7	14	-1	.
C[C@H](CO)N1C[C@H](C)[C@@H](CN(C)Cc2ccc3c(c2)OCO3)Oc2ccc(NS(C)(=O)=O)cc2C1=O	13&8	-1.3&3.3	0.0&0.0	-2.2&0.5	-2&-42	12&0	0&-4	-6&14
Cc1cc(NS(=O)(=O)c2ccc(NC(=O)Cc3ccc([N+](=O)[O-])cc3)cc2)no1	4	0.0	0.0	-1.0	-4	-5	3	8
CC=Cc1ccc2n(c1=O)C[C@@H]1[C@@H](CO)[C@H](C(=O)N[C@@H](C)c3ccccc3)N(C(=O)c3ccccn3)[C@H]21 (mixture of isomers)	-2	-1.0	0.2	-0.2	2	10	-4	0
O=C(COC(=O)/C=C/c1cccc(Cl)c1)NC1CCCC1	-6	4.3	0.1	-1.0	-6	-2	1	-4
O=C(O)c1ccccc1-c1ccccc1C(=O)Nc1ccc2c(c1)C(O)c1ccccc1-2 (configuration not stated)	-6	2.6	0.2	0.0	1	-11	-1	.
Cc1cc(N)n(-c2ccc([N+](=O)[O-])cc2)n1	1	0.9	0.2	.	3	-1	1	.
COc1ccc(-c2nnc(SC(C(=O)c3c[nH]c4ccccc34)c3ccccc3)n2N)cc1OC (configuration not stated)	-2	-0.2	0.0	.	-56	1	-1	-4
COc1ccc(S(=O)(=O)N(C)C[C@@H]2OCCCC[C@H](C)Oc3ccc(N(C)C)cc3C(=O)N([C@@H](C)CO)C[C@@H]2C)cc1	-7	-3.3	0.0	1.5	11	-20	0	-1
N#CCC(=O)N1CC2(CC(c3cccc(NC(=O)COc4ccc(Cl)cc4)c3)=NO2)C[C@@H]1C(N)=O (some centres not stated)	18	1.8	0.0	0.2	-42	-10	5	-20
CCOC(=O)[C@]12CCC=C1N(Cc1ccco1)C(=O)[C@H](CC(=O)NCc1ccc(C)o1)C2	5	1.8	-0.1	0.2	-42	-7	-3	.
CCOC(=O)N1CCN(c2c(Nc3cc(C)[nH]n3)c(=O)c2=O)CC1	-3	-2.7	0.2	0.3	-3	0	-1	-1
C[C@H]1CN([C@@H](C)CO)C(=O)c2ccccc2-c2ccccc2CO[C@H]1CN(C)C(=O)Oc1ccccc1	-8	3.0	0.1	-0.1	7	0	-2	2
Cc1ccc(OCC(=O)Nc2ccc(S(=O)(=O)N3CCCCC3)cc2)c([N+](=O)[O-])n1	11	-1.1	0.0	.	-12	3	2	0
O=C(COC(=O)Cc1ccc(Br)cc1)NCc1cccs1	0	-1.1	0.3	-0.4	-17	.	4	.
c1cncc(-c2nnc(-c3ccco3)o2)c1	3	.	.	.	-1	-3	2	-10
CO[C@@H]1CN(C)C(=O)c2cc(NS(C)(=O)=O)ccc2OC[C@@H](C)N(C(=O)CC2CC2)C[C@H]1C	2	1.4	-0.3	1.2	-13	0	0	6
COc1cccc(COC(=O)C2CCN(S(=O)(=O)c3ccc(Cl)cc3)CC2)c1OC	-4	-2.0	0.0	.	-2	3	1	.
C[C@@H]1CN([C@H](C)CO)C(=O)Cc2cc(NC(=O)Nc3ccccc3)ccc2O[C@@H]1CN(C)C(=O)Nc1ccc(F)cc1	18	-3.2	-0.8	0.0	-7	-2	2	1
Cc1cc(NC(=O)CSc2nnc(C)o2)no1	3	-6.7	0.0	2.4	-9	-2	-3	-7
O=C(Nc1ccc(F)cc1F)c1ccc(S(=O)(=O)N2CCCCC2)cc1	-3	1.8	0.0	-0.6	-4	18	-1	-2
O=C(C[C@H]1CC[C@H](NC(=O)NC2CCCCC2)[C@@H](CO)O1)NCc1ccc(Cl)cc1	6	1.1	-0.4	-0.4	-2	-1	3	4

Additional results:
SMILES	DENV2 CPE	CFTR F508del cor	Xi reactivation	E-sel inducer	RAD52 anneal inh	INS-1E GSIS act	Casp6 inh	RAD54 inh
c1ccc(-n2cc(CN3CCC(N4CCOCC4)CC3)c(-c3ccc4c(c3)OCO4)n2)cc1	-3	-3.0	0.4	.	-11	11	-3	-4
COc1ccc(Cl)cc1C(=O)NC(C)C	-7	-0.7	-0.1	-0.1	-7	9	4	-12
CN1CCN(C(=O)C[C@@H]2C[C@H]3c4cc(NC(=O)c5cccnc5)ccc4O[C@H]3[C@H](CO)O2)CC1	?	-1.3&-1.4	0.0&-0.1	-0.1	-2	-6&10	-17	-2
Cc1ccc(S(=O)(=O)Nc2ccc3c(c2)C(=O)N([C@H](C)CO)C[C@@H](C)[C@@H](CN(C)C(=O)c2ccncc2)OCCCC[C@H](C)O3)cc1	-5	0.1	0.0	.	.	0	.	5
Cc1ccc(C(=O)NCC(c2ccco2)N2CCc3ccccc32)cc1 (configuration not stated)	-7	1.8	0.4	0.7	-24	-13	-2	-6
CCN(C(=O)CSc1nnc(-c2cccs2)n1N)c1c(N)n(Cc2ccccc2)c(=O)[nH]c1=O	-2	-2.4	0.0	1.2	-16	9	-1	-12
COc1ccc(CN2CCNC(=O)C2CC(=O)NCCCC2CCCC2)c(C)c1C (configuration not stated)	-5	2.8	0.0	0.0	-28	-21	-5	-7
C[C@@H]1CN([C@@H](C)CO)C(=O)Cc2cc(NS(=O)(=O)c3cccs3)ccc2O[C@H]1CN(C)CC1CC1	-5	1.3	0.0	0.1	5	12	2	3
CS(=O)(=O)N(CC(=O)Nc1ccccc1F)C1CCCCC1	-4	-1.9	0.2	.	-1	-5	-2	-9
C=CCNC(=O)CN1CCN(C(c2ccccc2)c2ccccc2)CC1	-1	-0.5	0.0	.	3	-17	2	-5
CC(C)NC(=O)N(C)C[C@H]1Oc2c(NC(=O)Nc3ccc(C(F)(F)F)cc3)cccc2C(=O)N([C@@H](C)CO)C[C@@H]1C	15	-0.1	-0.9	.	-4	6	0	1
Cc1cc(C)cc(NC(=O)C2CCN(c3cnccn3)CC2)c1	-6	-0.8	-0.5	1.5	-10	-7	-3	.
